From PubChem BioAssay
PV pol inh: inhibitors of poliovirus RNA polymerase binding and polymerization. P03300. poliovirus polymerase elongation, fluorescence polarization; active compounds read low. % elongation, % (compound at 16.7 µg/mL). 150,000 tested, 0.66% active; in the data active means % elongation below about 90%; further: some results filed as inactive read as strong as hits
Target sequence (P03300 1749-2209 limits assumed): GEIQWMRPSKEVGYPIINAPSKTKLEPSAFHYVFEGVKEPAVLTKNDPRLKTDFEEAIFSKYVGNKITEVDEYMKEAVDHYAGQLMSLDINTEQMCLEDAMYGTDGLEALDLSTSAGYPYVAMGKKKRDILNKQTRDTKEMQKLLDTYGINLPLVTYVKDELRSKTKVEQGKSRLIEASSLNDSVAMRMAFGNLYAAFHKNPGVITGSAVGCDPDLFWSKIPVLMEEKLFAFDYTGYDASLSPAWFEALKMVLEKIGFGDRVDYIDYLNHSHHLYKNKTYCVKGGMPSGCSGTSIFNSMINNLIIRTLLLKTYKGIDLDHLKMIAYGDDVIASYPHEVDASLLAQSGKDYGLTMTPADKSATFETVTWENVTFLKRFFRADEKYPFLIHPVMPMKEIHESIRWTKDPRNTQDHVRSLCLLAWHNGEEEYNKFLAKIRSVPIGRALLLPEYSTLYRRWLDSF
PV pol inh FP z-score: further read-out of PV pol inh, marked with its call; z-score; measured here: FP z-score; hits read low
Numbers without * were called inactive; & = joins results of further samples. The list is partial; count on the stated rates, not on these rows.

molecule | PV pol inh | PV pol inh FP z-score
COCCn1c(N)c(-c2nc3ccccc3[nH]2)c(O)c1N=Nc1cc(OC)c(OC)c(OC)c1 | 44.0 | -6.8
CC1CCCCN1c1csc2ccccc2c1=O (centres undefined) | 99.0 | -0.7
CCc1ccc(NC(=O)CNC(=O)Cn2ccc3ccccc3c2=O)cc1 | 101.0 | 0.2
O=S(=O)(NCCc1nnc2ccc(SCc3ccc(Cl)cc3Cl)nn12)c1ccccc1 | 109.0 | 0.4
CCc1ccc(CNC(=O)C2CCN(c3nnc(C)c4c(C)n(-c5ccc(C)cc5)nc34)CC2)cc1 | 106.0 | 0
COc1ccc(OC)c(S(=O)(=O)NCc2nn(-c3ccccc3)nc2C)c1 | 105.0 | 0.3
Fc1cccc(Nc2nc(Cl)nc(Cl)n2)c1 | 98.0 | -0.4
C#CCn1c(=NC(=O)c2ccccc2)sc2cc(S(N)(=O)=O)ccc21 | 100.0 | -0.8
COc1ccc(S(=O)(=O)NCCc2sc(-c3cccc(C)c3)nc2C)cc1 | 101.0 | -1.4
CCOc1ccccc1NC(=O)CSc1nc2c(c(=O)[nH]1)CCC2 | 105.0 | -0.3
CCC(=O)Oc1ccc2c(C)c(Cl)c(=O)oc2c1 | 100.0 | -0.3
COc1ccc(S(=O)(=O)N(C)C(C)C(O)c2ccccc2)cc1 (centres undefined) | 100.0 | -0.3
Cc1cc(C)n(CCCNCC(O)c2ccccc2)n1 (centres undefined) | 101.0 | -0.2
CCN(CC)c1ccc(C2(O)C(=O)c3ccccc3C2=O)cc1 | 102.0 | 0.1
O=C1CCCCC1C(=O)c1ccccc1 (centres undefined) | 109.0 | 0.9
CN(C)c1cccc(NC(=O)c2cccs2)c1 | 104.0 | 0.4
CC(=S)Nc1c(O)[nH]c2ccccc12 | 103.0 | 0.6
CCN(CC)S(=O)(=O)c1ccc(Sc2cccc(C(F)(F)F)c2)nc1 | 98.0 | -0.5
O=S(=O)(c1ccccc1)C(Cc1ccc(F)cc1)c1ccco1 (centres undefined) | 101.0 | -0.2
Clc1ccc(N2CCN(c3ncnc4c3cnn4-c3ccccc3)CC2)cc1Cl | 106.0 | 0
CC(=O)N1CCc2cc(S(=O)(=O)CCC(=O)NCc3ccc(Cl)cc3)ccc21 | 103.0 | -0.7
Cc1ccccc1-c1noc(-c2ccccc2OCC(=O)Nc2cccc([N+](=O)[O-])c2)n1 | 116.0 | 1.8
CCOC(=O)Cn1c(=O)n(C2CCCCC2)c2nc(-c3cccc(OC)c3)nc(C(N)=O)c21 | 111.0 | 0.9
Cc1ccccc1CSc1ccc(-c2cccs2)nn1 | 102.0 | -0.5

4 compounds drawn at random from those above:
molecule | PV pol inh | PV pol inh FP z-score
CC(=S)Nc1c(O)[nH]c2ccccc12 | 103.0 | 0.6
CCN(CC)c1ccc(C2(O)C(=O)c3ccccc3C2=O)cc1 | 102.0 | 0.1
CC(=O)N1CCc2cc(S(=O)(=O)CCC(=O)NCc3ccc(Cl)cc3)ccc21 | 103.0 | -0.7
CCN(CC)S(=O)(=O)c1ccc(Sc2cccc(C(F)(F)F)c2)nc1 | 98.0 | -0.5

Other compounds follow:
molecule | PV pol inh | PV pol inh FP z-score
O=c1c(=O)n(-c2cccc(Cl)c2)ccn1Cc1cccc(C(F)(F)F)c1 | 103.0 | 0.3
Cc1c(O)ccc(C(=O)CN2CC(C)OC(C)C2)c1O (centres undefined) | 100.0 | -0.3
CC(Nc1ncccn1)C1CC2CCC1C2 (centres undefined) | 98.0 | -0.5
Cc1nccn1CC(O)Cn1c2ccccc2c2ccccc21 (centres undefined) | 99.0 | -1.4
COc1ccc(NC(=O)c2cccn(OCc3ccccc3)c2=O)cc1 | 101.0 | -0.6
O=C(Cc1ccccc1)NCC(=O)OCc1ccccc1F | 101.0 | 0.4
CC(C)(C)C1CCc2c(sc(NC(=O)Cn3nnc(-c4ccccc4Cl)n3)c2C#N)C1 (centres undefined) | 101.0 | -0.5
Cc1cccc(-c2nn3c(=O)cc(CN4CCN(C(=O)COc5ccc(Cl)cc5)CC4)nc3s2)c1 | 112.0 | 1
O=C(NCCc1ccccc1)c1noc2c1CCCCC2 | 101.0 | 0.1
O=C1CCCCC1Sc1nnc2n(-c3ccccc3)c(=O)c3ccccc3n12 (centres undefined) | 101.0 | -0.3
Cc1ccc(C(=O)Nc2nnc(S(=O)(=O)N3CCCc4ccccc43)s2)cc1 | 106.0 | -0.4
COc1ccc(S(=O)(=O)N(CC(N)=O)Cc2ccccc2)cc1C | 102.0 | 1.2
Cc1ccc(CNC(=O)c2ccccc2N(C)S(C)(=O)=O)cc1 | 100.0 | 0.2
OC[C@@H]1CCCN2CCCCC12 (some centres undefined) | 101.0 | 0.3
CCOC(=O)NN=C1c2ccccc2-c2ccccc21 | 99.0 | -0.1
Cc1ccc(C(=O)Nc2ccc(-c3cn4cccnc4n3)cc2)cc1C | 108.0 | 0.4
CC(Sc1ccc2c(c1)OCCO2)C(N)=O (centres undefined) | 103.0 | 0.2
O=C(c1ccco1)N1CCCCCCC1 | 103.0 | 0.4
CC(NC(=O)c1cc2sccc2n1Cc1ccc(F)cc1)c1ccccc1 (centres undefined) | 106.0 | 0.3
O=C(Cc1cccs1)Nc1nc(-c2ccccc2)cs1 | 103.0 | -0.1
CC(C(=O)N(C)Cc1ccccc1)n1ccc2cc(S(=O)(=O)N3CCCCCC3)ccc21 (centres undefined) | 105.0 | 0.5
CNC(=S)NN(c1ccccc1)c1ccccc1 | 104.0 | 0.3
O=C(COc1ccc2ccccc2c1)NN1CCCCC1 | 98.0 | -0.4
O=C(Nc1c2c(nc3c1CCC3)CCCC2)C1CCCCC1 | 104.0 | 0.6

Entries shown so far that have an NH in an aromatic ring:
molecule | PV pol inh | PV pol inh FP z-score
COCCn1c(N)c(-c2nc3ccccc3[nH]2)c(O)c1N=Nc1cc(OC)c(OC)c(OC)c1 | 44.0 | -6.8
CCOc1ccccc1NC(=O)CSc1nc2c(c(=O)[nH]1)CCC2 | 105.0 | -0.3
CC(=S)Nc1c(O)[nH]c2ccccc12 | 103.0 | 0.6

(listing goes on)
molecule | PV pol inh | PV pol inh FP z-score
CCC/C(O)=C1\C(=O)CC(C)(C)CC1=Nc1ccccc1OC | 100.0 | -0.8
CCOC(=O)N1CCN(Cc2ccc(Cl)cc2)CC1 | 102.0 | 0.7
c1ccc(-n2ncc3c2ncn2cnnc32)cc1 | 102.0 | 0.4
Cc1ccc2c(c1)CC(C)N2S(=O)(=O)c1nnc(NC(=O)c2ccccc2F)s1 (centres undefined) | 107.0 | -0.2
COc1ccc(C(=O)c2c(N)c(-c3nc(-c4ccc(OC)cc4)cs3)c3ccccn23)cc1 | 110.0 | 0.5
COc1ccc(OCC(O)CNC(=O)c2cccnc2Oc2ccc(Cl)cc2)cc1 (centres undefined) | 102.0 | -0.1
CCOC(=O)c1oc2ccccc2c1NC(=O)CCN1CCCCC1 | 105.0 | 0.2
c1nc(NCCCN2CCOCC2)c2c3c(sc2n1)CCCCC3 | 103.0 | 1.6
O=C1NC(=O)C(C2CCS(=O)(=O)C2)C(=O)N1 (centres undefined) | 100.0 | -0.4
CCc1noc(-c2ccc(N(C)Cc3ccc(OC)cc3)c([N+](=O)[O-])c2)n1 | 108.0 | 0
C(=C\c1ccccc1)/CN1CCN(CC2CCCCC2)CC1 | 100.0 | -0.4
O=C(CCS(=O)(=O)c1ccccc1)N(Cc1cccnc1)c1nc2c(Cl)cccc2s1 | 109.0 | 0.5
O=S(=O)(c1ccccc1)c1nc(-c2cccs2)oc1SCc1ccccc1Cl | 105.0 | 0.1
Cn1c(C(=O)Nc2ccccc2)cc2sccc21 | 103.0 | 0.6
COCc1cc(C)nc2c1C(=O)NC(c1ccc(F)cc1)N2Cc1ccccc1 (centres undefined) | 103.0 | 0
O=C(O)CSc1cc(Cl)ccc1Cl | 101.0 | 0.3
CN(C)C(=O)COC(=O)c1cccc(Oc2ccccc2)c1 | 102.0 | 0
CCOc1ccc(CNC(=O)CCC(=O)N2CC(C)Sc3ccccc32)cc1 (centres undefined) | 110.0 | 0.7
Cc1ccc(Cn2cccc(C(=O)Nc3cc(C)on3)c2=O)cc1 | 102.0 | -0.8
Cn1c(=O)c2c(nc3sccn32)n(C)c1=O | 98.0 | -0.6
c1cncc(Oc2nc(-c3cccnc3)nc3ccccc23)c1 | 107.0 | -0.3
O=C(Cc1ccc(S(=O)(=O)N2CCCC2)s1)N1CCOCC1 | 108.0 | 1
COc1ccccc1CNC(=O)C1CCCN(S(=O)(=O)c2ccc3c(c2)CCCN3C(C)=O)C1 (centres undefined) | 107.0 | 0
Cc1ccc(S(=O)(=O)N2N=C(C(C)C)CC2(O)C(F)(F)F)cc1 (centres undefined) | 101.0 | -0.1
COc1ccc(/C=C/C(=O)C2CC2)cc1COc1cccc(C)c1C | 102.0 | 0.2
CCn1c(=NC(=O)c2cccs2)sc2cc(OC)c(OC)cc21 | 104.0 | 0.7
CCOC(=O)CSc1sc(C(=O)OCC)c(N)c1C#N | 108.0 | 0.5
COc1ccc(-c2noc(CSc3nc(N)cc(=O)[nH]3)n2)cc1OC | 104.0 | 0.1
CN(C)CCN(C(=O)C1=COCCO1)c1nc2ccc(F)cc2s1 | 100.0 | -0.4
COCCn1c(C)cc(/C=C2/C(=O)N(c3ccccc3)c3ccccc32)c1C | 102.0 | 0.1
Cc1ccc(/C=N/N2C(=O)C3C(C2=O)C2C=CC3C23CC3)o1 (centres undefined) | 105.0 | 0.3
O=C(COC(=O)c1c(F)cccc1F)c1cccs1 | 102.0 | 0
Cc1ccc(CNC(=O)CCCc2nnc3n(C)c(=O)c4sccc4n23)cc1 | 117.0 | 0.2
CCOC(=O)c1sc(NC(=O)c2nc3ncccn3n2)c(C(=O)OC)c1C | 105.0 | 0.1
CCOc1ccc(N(C(C)C(=O)NCc2ccc(C)cc2)S(C)(=O)=O)cc1 (centres undefined) | 102.0 | 0.1
COc1cc(NS(=O)(=O)N2CCCC2)cc(OC)c1OC | 99.0 | -0.5
COc1cccc(NC(=O)Nc2ccc3c(c2)N(C)C(=O)c2ccccc2S3)c1 | 113.0 | 1.1
CSc1[nH]c(=O)cc(C)c1C(=O)O | 106.0 | 0.4
O=c1[nH]c2ccccc2c(O)c1-c1nc2ccccc2c(=O)[nH]1 | 104.0 | 0.6
CCc1ccc(NC(=O)C(=O)NCC(c2ccc3c(c2)OCO3)N2CCOCC2)cc1 (centres undefined) | 105.0 | -0.6
O=c1ccc2cc(O)c(O)cc2o1 | 101.0&101.0 | 0.2&0.4
Cn1cnc(S(=O)(=O)NCC2CCN(S(=O)(=O)c3ccccc3)CC2)c1 | 97.0 | -1.2
Cc1cccc(Cn2nc(C(C)(C)C)cc2C(=O)NCc2cccs2)c1 | 98.0 | -0.9
CCOc1cc(CNC(=O)c2ccc(C)c(NC(=O)c3nsc4ccccc34)c2)ccc1OC | 109.0 | 0.4
CC(C)COc1ccc(C(=O)Nc2cc3nn(-c4ccccc4)nc3cc2Cl)cc1 | 104.0 | 0.1
Cc1ccc(S(=O)(=O)NCCOc2nc(N(C)C)nc(N3CCOCC3)n2)cc1 | 98.0 | -0.7
CCc1ccc(OC(C)C(=O)N2CC(C(=O)OC)Oc3ccccc32)cc1 (centres undefined) | 101.0 | 0
Cc1cccc(CN2CCNCC2)c1 | 107.0 | 0.5
COCc1nnc(NS(=O)(=O)c2ccc(OC)cc2)s1 | 101.0 | -0.2
COc1cc(C=Nc2nonc2NC(C)=O)ccc1OC(C)C | 104.0 | 0.1
O=C(CSCc1ccccc1Cl)NCc1ccc(Cl)c(Cl)c1 | 118.0 | 2
CC(=O)Nc1ccc(NC(=O)CSc2nnc3c4cc(Br)ccc4n(C)c3n2)cc1 | 106.0 | 0.3
O=C(Nc1c(C(=O)N(Cc2ccc(F)cc2)Cc2cccnc2)oc2ccccc12)C1CC1 | 100.0 | -0.4
CCN(C(=O)c1cncn1-c1ccc(F)cc1)c1nc2c(C)cccc2s1 | 101.0 | -0.1
CCN1C(=O)c2cccc3c(S(=O)(=O)NC(Cc4ccccc4)C(=O)O)ccc1c23 (centres undefined) | 100.0 | 0
O=C(CSc1nccn1Cc1ccccc1)Nc1ccc2c(c1)OCCO2 | 100.0 | -1.6
COc1ccc(-c2nc(C)c(CCNC(=O)c3ccco3)s2)cc1 | 105.0 | -0.6
COC(=O)C1=CN(Cc2ccc(OC)cc2)C=C(C(=O)OC)C1c1cccc(O)c1 | 102.0 | 0.4
CC12CCC(CC1=NNc1nc3ccccc3o1)C2(C)C (centres undefined) | 95.0 | -0.9
O=C1CCCC2C3CCCN4CCCC(CN12)C34 (centres undefined) | 103.0 | 0.4

(cont.)
molecule | PV pol inh | PV pol inh FP z-score
CC1CCCCC1NC(=O)CC#N (centres undefined) | 103.0 | 0.8
CCCCc1ccc(NC(=O)Nc2ccc(N3CCN(C)CC3)cc2)c(C)c1 | 99.0 | -0.7
Cc1ccnc(SCC(=O)O)n1 | 104.0 | 0.3
COc1ccc(/C=C2\CCc3ccccc3C2=O)cc1Cn1cccn1 | 103.0 | 0.4
COc1ccc(NC(=O)c2c(-c3ccccc3)c(-c3ccccc3)nn(C)c2=O)cc1OC | 104.0 | -0.5
C=Cn1c2ccccc2c2cc(I)ccc21 | 98.0 | -0.4
N#Cc1c(-c2ccco2)cc(-c2ccccc2)nc1SCCN1C(=O)c2ccccc2C1=O | 103.0 | 0.3
Cc1ccc(C(=O)Nc2ccc(Cl)cn2)cc1 | 104.0 | 0
CCN(CC)S(=O)(=O)c1ccc(Cl)c(C(=O)N2CCCCCC2)c1 | 102.0 | 0.3
Cn1cc(CCC(=O)N2CCc3ccccc32)c2ccccc21 | 105.0 | 0.6
Clc1cccc(CSc2ccc(-c3cccs3)nn2)c1 | 107.0 | 0.1
O=c1oc2ccccc2n1CCOc1ccccc1Cl | 100.0 | -0.9
CCOC(=O)N1CCN(C(=O)c2ccc3c(=O)n(CCc4ccc(OC)c(OC)c4)c(=O)[nH]c3c2)CC1 | 101.0 | 0
O=C(O)CCSC(=S)N1CCCC1 | 99.0 | -0.3
NC(=O)N/N=C/c1ccc(Oc2ccccc2)cc1 | 101.0 | -0.1
NNC(=O)Oc1ccccc1 | 99.0 | -0.6
COc1ccc2cc(C(C)C(=O)Nc3ccc(OC(F)(F)F)cc3)ccc2c1 (centres undefined) | 104.0 | 0.2
Cc1cc(SCC(=O)O)n2c(nc3ccccc32)c1C#N | 96.0 | -1.3
COc1ccc2cc3cc(C(=O)NCC4COc5ccccc5O4)sc3nc2c1 (centres undefined) | 104.0 | 0.9
Cn1nc(C(=O)NC2CCCc3ccccc32)c2c1-c1ccccc1SC2 (centres undefined) | 105.0 | 0.8
